Assay outcomes: PubChem BioAssay, National Center for Advancing Translational Sciences (NCATS)
TGFb SMAD3 inh = inhibitors of TGF-b signaling; HepG2 CAGA-GFP TGF-b/SMAD3 reporter, GFP fluorescence, 18 h; TGF-beta stimulated, 500 pg/mL final; Potency, µM (highest dose often 46.1 µM), for the others: at the highest dose activity, negative = inhibition, usual class: inhibitors; 410,000 tested, 1.2% active; also: potency is read from the fitted curve at half-maximal effect; % is scaled to controls: 0 for no effect and ±100 for the full control effect; nearly all actives have a fitted effect of over 65% in size
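TGF-beta reporter screen: HEPG2 CAGA-GFP, 1% FBS, 500 pg/mL TGF-beta final, 18 h; per-cell GFP summed per well; curves fitted and categorized by class.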
Akt phos inh = inhibitors of Akt phosphorylation. AID 651550. 360,000 tested, 0.32% active. Neuro2A IGF-stimulated pAkt S473 HTRF, 20 min; stronger effect = lower value. activity change, % for hits at 50 µM; in the data active = activity change below about -80%; inconclusive = mostly about -51% to -80%; also: % is scaled to controls: 0 for no effect and ±100 for the full control effect
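Single-point screen (50 µM final compound) in Neuro2A cells stimulated 20 min with 6 nM IGF at 37 deg C. After lysis, Ser473-phosphorylated Akt read by HTRF (ex 330 nm, em 615/665 nm) as the 665/615 ratio.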
Mm-Cpn inhibitor = blocks the Methanococcus maripaludis chaperonin Mm-Cpn. purified Mm-Cpn ATPase, ADP Transcreener TR-FRET. Potency, µM (doses to about 76.9 µM), for inactives: at the top dose activity, negative = inhibition, actives largely listed as inhibitors. 330,000 tested, 0.031% active. AID 504842; also: potency is read from the fitted curve at half-maximal effect; % is scaled to controls: 0 for no effect and ±100 for the full control effect; nearly all actives have a fitted effect of over 80% in size
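Purified archaeal chaperonin (25 nM final) was preincubated with compound for 10 min at 37°C, then ATP (10 uM final) was added for 30 min at 37°C in Tris pH 7.4/KCl/MgCl2/DTT buffer. ADP was quantified by HTRF Transcreener TR-FRET.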
ATXN viability = viability counter-screen for ATXN expression inhibitors | S2 cells (HEK-293 line with an ATXN2-luciferase reporter) viability, CellTiter-Fluor protease fluorescence, 24 h | Potency, µM (series often up to 56.7 µM), actives largely listed as cytotoxic | 400,000 tested, 0.49% active; also: potency is read from the fitted curve at half-maximal effect; nearly all actives have a fitted effect of over 40% in size
CCT modulator = modulators of cytosolic chaperonin (CCT/TRiC) activity | purified chaperonin ATPase assay, HTRF ADP detection, 30 min | activity change, % (no concentration beside the values), hits read low | 360,000 tested, 0.3% active; in the data active = activity change below about -30%; also: % is scaled to controls: 0 for no effect and ±100 for the full control effect
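Nucleotide hydrolysis assay: TRiC at 20–40 nM final (set by batch activity) with 10 uM ATP, 30 min at 37 °C, in presence of 76 uM compound. Detection by competitive ADP HTRF, 30 min ambient.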
HepG2 viability = HepG2 cytotoxicity, counter-screen for TGF-b inhibitors | 410,000 tested, 0.76% active | HepG2 CAGA-GFP viability, ATP luminescence, 18 h | Potency, µM (top dose mostly 46.1 µM), without a hit: top-dose activity change, negative = cytotoxicity, hits mostly cytotoxic; also: potency is read from the fitted curve at half-maximal effect; some results filed as inactive show a strong effect at the top dose
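CellTiter-Glo luminescence gave cytotoxicity after 18 hours at 37 degrees C. The cells were HepG2 CAGA-GFP in 1% FBS DMEM, stimulated with 500 pg/mL TGF-beta after compound addition. %Activity was normalised to no-cell wells (complete cell-killing) and DMSO (no toxicity), and curves were fitted and classified.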
A549 tox = A549 cytotoxicity, counter-screen for Nrf2 inhibitors. A549 ARE-Fluc cells, CellTiter-Fluor viability, 18-24 h. Potency, µM (highest dose often 46 µM), inactives show at the top dose activity change, negative = cytotoxicity, actives largely listed as inhibitors. 390,000 tested, 0.16% active. AID 504648; also: potency is read from the fitted curve at half-maximal effect; % is scaled to controls: 0 for no effect and ±100 for the full control effect
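A549 ARE-Fluc cells in 5% FBS OPTI-MEM, 5000 cells/well, rested 2 h then exposed to compounds in concentration-response for 18-24 h at 37 °C. Viability by CellTiter-Fluor fluorescence (Ex 405/Em 525) after 30 min; luciferase luminescence (BugLite, 15 min, RT) read afterwards.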
Nrf2 activator = Nrf2 pathway activation; Potency, µM (doses to about 46.1 µM), without a hit: at the top dose activation, hits mostly activators; AREc32 ARE-luciferase reporter (MCF7-derived line), luminescence, 24 h; 410,000 tested, 0.31% active; also: potency is read from the fitted curve at half-maximal effect; % of control where 0% means no effect; nearly all actives have a fitted effect of over 65% in size
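Steps: seed AREc32_Fluc cells (1000/well, 5% FBS OPTI-MEM); incubate overnight at 37 deg C; add 23 nL compound; incubate 24 hr; add Steady-Glo; hold 30 min RT; read luminescence.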
Nrf2 inh = Nrf2 pathway inhibition | A549 ARE-Fluc reporter, luciferase luminescence, 18-24 h | Potency, µM (doses to about 46 µM), for the others: at the highest dose activity change, negative = inhibition, usual class: inhibitors | 360,000 tested, 2.1% active | AID 504444; also: potency is read from the fitted curve at half-maximal effect; % is scaled to controls: 0 for no effect and ±100 for the full control effect; nearly all actives have a fitted effect of over 60% in size
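Cells were seeded and rested 2 h, then exposed to compounds for 18-24 h. CellTiter-Fluor was read first as a viability measure. BugLite was added 15 min before the final luminescent read of ARE-luciferase activity in A549 cells.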
An asterisk follows results filed as active; i = inactive; ? = inconclusive; . = no result given; & = joins results of further samples; [ ] = remark or other dose. Unless noted, calls follow the shape of the dose curve; as a rule, active = well fitted curve in the direction sought with a large enough effect; inconclusive = small, poorly fitted or top-dose-only effect, or another doubt; inactive = no such curve, though single readings can be large; an effect the other way counts as inactive or inconclusive. Rows were taken by chance. About 4.4% of those tested had a hit in this group.

SMILES,Nrf2 inh,CCT modulator,HepG2 viability,Mm-Cpn inhibitor,Nrf2 activator,TGFb SMAD3 inh,A549 tox,Akt phos inh,ATXN viability
O=C(NCCC1=CCCCC1)c1ccc2c(c1)N(Cc1ccccc1)C(=O)c1ccccc1S2(=O)=O,-1%,.,3%,.,5.9%,.,-9%,.,.
O=c1[nH]ncn2cccc12,6%,-2.5,4%,0%,-1.2%,-5%,0%,i,i
COc1cc(F)ccc1-c1csc(C(C)(O)c2ccccc2)n1 (stereo unspecified),.,0.8,-33%,.,2.3%[9.22 µM],2%,.,i,i
COc1cc(OC)cc(C(=O)OCC(=O)Nc2ccc(N3CCCCC3)cc2)c1,6%,-2.3,4%,1%,-0.5%,-2%,-6%,i,i
CC(=O)Nc1ccc(S(=O)(=O)NNC(=O)COc2cccc(C)c2)cc1,.,2.4,0%,-1%,-0.3%,0%,-3%,i,i
COCCNC(=S)NNc1ccccc1[N+](=O)[O-],-8%,-0.5,-21%,-2%,28%,-20%,-14%,i,i
C=CCN(C(=O)c1csnn1)C(C(=O)NCc1ccc(F)cc1)c1ccccc1F (stereo unspecified),2%,0.9,-9%,-1%,0.3%,-13%,0%,i,i
Cc1ccc2c(CC(=O)Nc3ccc(S(=O)(=O)N4CCCC(C)C4)cc3)coc2c1 (stereo unspecified),21µM*,.,-10%,.,0.7%,?,-8%,.,?
CC(=NNC(N)=O)C1=C(O)C(C(C)C)NC1=O (stereo unspecified),7%,-1.8,-2%,.,-0.1%,-4%,-2%,i,i
CC1CN(c2ccc([N+](=O)[O-])nc2)CC(C)O1 (stereo unspecified),16%,0.8,-3%,-1%,0.5%,-4%,-22%,i,?
CC(C(=O)Nc1ccccc1C(F)(F)F)n1nnc2sc3c(c2c1=O)CCCC3 (stereo unspecified),-12%,.,-15%,.,0.4%,-30%,-2%,.,i
CCCC(=O)Nc1nnc(-c2ccc3c(c2)OCO3)s1,13%,-1.5,11%,-8%,-0.6%,1%,-1%,i,i
O=C(NCc1ccccc1)C1CCCN(c2nc3ccsc3c(=O)s2)C1 (stereo unspecified),10%,-0.2,6%,-17%,-0.9%,0%,-17%,i,?
Cc1ccccc1S(=O)(=O)NC(=O)C1(C)CCN1C(=O)Cc1cc(F)ccc1F (stereo unspecified),.,1.2,-6%,.,-0.1%,6%,.,i,i
COc1cc2c(OC)cccc2cc1C(=O)O,?,-3.6,-36%,-2%,-0.2%,19%,7%,i,i
CCOC(=O)C1CCCN(Cc2nc(C3CC3)no2)C1 (stereo unspecified),0%,-3.0,-25%,0%,0.1%,0%,1%,i,i
O=C(O)c1cnn2c(C(F)F)cc(C3CC3)nc12,1%,-2.8,1%,-4%,-0.8%,30%,-1%,.,i
Cc1ccc2c(c1)C(C)(c1ccccc1)CC(C)(C)N2C(=O)c1ccc(F)cc1 (stereo unspecified),-19%,.,-3%,.,-0.3%,-5%,14%,.,.
Cc1cc(C)n(C(=O)CNC(=O)c2ccc(Cl)cc2Cl)n1,3%,-3.4,-8%,-2%,-0.6%,-15%,3%,i,i
CSc1ccc(CNc2ncc(-c3ccccc3)n2C)cc1,.,.,-36%,.,5.3%,0%,17%,.,i
O=C(NCC(c1ccc2c(c1)OCO2)N1CCOCC1)c1ccccc1 (stereo unspecified),.,.,-2%,.,2.2%,-1%,5%,.,i
Cc1ccccc1OCC(=O)N/N=C/c1ccncc1,1%,-1.4,2%,1%,0.6%,8%,-4%,i,i
CCC(=O)Nc1ccc(C(=O)Cn2ncc(Cl)c(Cl)c2=O)cc1,17%,-8.9,-123%,-6%,6.3µM*,?,-3%,i,25µM*
c1ccc2c(c1)OCC(CNCC1COc3ccccc3O1)O2 (stereo unspecified),7%,0.8,-12%,-16%,0.6%[9.22 µM],5%,1%,i,i
Cc1ccc(CC2C(=O)N(c3ncccn3)C(=O)C2C)cc1 (stereo unspecified),0%,-2.0,0%,-2%,-1.7%,?,-4%,i,i
Cc1ccccc1C1NC(=S)NC2=C1C(=O)CCC2 (stereo unspecified),3%,-1.7,1%,0%,-0.3%,-6%,2%,i,i
Cc1ccc(C)c(N2CCN(C(=O)c3ccc(N4CCCC4=O)cc3)CC2)c1,-6%,-0.2,-25%,1%,-0.1%,?,4%,i,i
Cc1cc(NC(=O)c2cc(Cl)ccc2Cl)no1,11%,1.2,2%,1%,-0.1%,11%,-5%,i,i
CCOc1ccc(NC(=O)CSc2oc(-c3ccco3)nc2S(=O)(=O)c2ccccc2)cc1,5%[9.27 µM],.,-13%,.,9.1%,-23%,-16%,.,?
CC(C)(C)C1=NN(C(=O)c2ccccc2)C(O)(C(C)(C)C)C1 (stereo unspecified),8%,0.1,-2%,0%,3.2%,0%,-2%,i,i

In a second layout: 2 of the compounds above
SMILES: Cc1ccccc1C1NC(=S)NC2=C1C(=O)CCC2 (stereo unspecified)
  Nrf2 inh: 3% | CCT modulator: -1.7 | HepG2 viability: 1% | Mm-Cpn inhibitor: 0% | Nrf2 activator: -0.3% | TGFb SMAD3 inh: -6% | A549 tox: 2% | Akt phos inh: i | ATXN viability: i
SMILES: CCC(=O)Nc1ccc(C(=O)Cn2ncc(Cl)c(Cl)c2=O)cc1
  Nrf2 inh: 17% | CCT modulator: -8.9 | HepG2 viability: -123% | Mm-Cpn inhibitor: -6% | Nrf2 activator: 6.3µM* | TGFb SMAD3 inh: ? | A549 tox: -3% | Akt phos inh: i | ATXN viability: 25µM*

(list continues)
SMILES,Nrf2 inh,CCT modulator,HepG2 viability,Mm-Cpn inhibitor,Nrf2 activator,TGFb SMAD3 inh,A549 tox,Akt phos inh,ATXN viability
CSc1ccc(CCNC(=O)CCn2c(=O)c3cccn3c3cccnc32)cc1,?,.,-24%,.,0.3%,-1%,9%,.,.
Fc1cccc(Cl)c1CSc1ccc(-c2ccco2)nn1,?,1.3,-27%,-4%,22%,14%,0%,i,i
COCCn1c(SCC(=O)N2CCc3ccccc32)nc2c(c1=O)SC(C)C2 (stereo unspecified),-14%,-1.1,-31%,0%,0.1%,-9%,0%,i,i
Cc1ccc(-c2nnc(SC(C)C#N)n2N)cc1 (stereo unspecified),?,-0.3,-4%,-1%,-0.9%,-4%,2%,i,i
CCOC(=O)C[N+]1(C)CCN(C(C)=O)CC1,?,-0.4,1%,3%,-0.5%,-18%,6%,i,?
O=C(CSc1n[nH]c(-c2ccco2)n1)Nc1ccccc1,0%,-1.5,4%,-4%,0.9%,?,2%,i,i
Cc1cc(C)n(-c2nc(C)nc3c2cnn3-c2ccccc2)n1,7%,0.9,0%,1%,3.0%,3%,0%,i,i
CC(CC1CC(C)(C)OC1=O)C(=O)Nc1nncs1 (stereo unspecified),1%,-0.4,-26%,0%,-1.0%,-5%,-2%,i,i
COc1ccccc1-n1c(SCC(=O)Nc2nnc(C)s2)nc2c(c1=O)SCC2,?,-0.8,-21%,-5%,0.3%,11%,-19%,i,?
CC1=C(C(=O)Nc2cccc(C)c2C)C(c2cccs2)NC(=S)N1 (stereo unspecified),-14%,-0.3,-5%,0%,0.3%,-7%,8%,i,i
NC(=O)/C(=C\c1ccccc1)NC(=O)/C=C/c1ccccc1,2%,-1.6,-4%,1%,0.6%,-4%,-5%,i,?
CCn1c(SCC(=O)N/N=C/c2ccccc2OCC(=O)O)nnc1-c1ccc(C)cc1,3%,0.5,0%,1%,-0.4%,-5%,1%,i,i
CCCCCCCCN1[C@@H](CC(=O)OC)c2cc(C(F)(F)F)ccc2S1(=O)=O,-21%,-2.4,-19%&-20%,.,2.6%,?,6%,i,i
COc1c(S(=O)(=O)N2CCN(C)CC2)ccc(Cl)c1Cl,10%,0.9,-2%,1%,0.1%,4%,3%,i,i
Cc1ccc(CN2CC(N3CCC(Cc4ccccc4)CC3)CS2(=O)=O)cc1 (stereo unspecified),.,0.6,-9%,.,0.9%,14µM*,.,i,i
O=C(Nc1ccc(-c2ccc3nncn3n2)cc1)c1ccc(Br)o1,-1%,1.2,2%,-3%,0.5%,12%,2%,i,i
Nc1cnc(Nc2ccc(Br)cc2)nc1N,?,-2.0,-13%,-1%,9.1%,11%,-11%,i,i
COC(=O)[C@@]12CCCCN1[C@H](c1ccc(-c3cccc(Cl)c3)cc1)[C@H]1C(=O)N(C)C(=O)[C@H]12,?,-1.8,-6%,1%,-1.3%,4%,-2%,i,i
CC1CN(c2ccc(Cl)cc2)c2nc3c(c(=O)n(CC(=O)O)c(=O)n3C)n2C1 (stereo unspecified),3%,.,-14%,.,-0.1%,2%,5%,.,i
COc1ccc(Nc2cc(C(=O)NCc3ccccc3OC)c3ccccc3n2)cc1,.,.,-17%,.,0.1%,-8%,1%,.,i
Cc1cccc(N(C(=O)c2sc(C)nc2C)C(C(=O)NCC2CCCO2)c2ccccc2)c1 (stereo unspecified),-9%,-2.7,-26%,1%,0.2%,-5%,1%,i,i
CC(C)Oc1ccc(CNC(=O)c2ccc(NC(=O)N3CCSc4ncccc43)cc2)cc1,?,.,-19%,.,3.4%,0%,2%,.,.
Fc1ccccc1Cn1nnc2c(NCc3ccccn3)ncnc21,-4%,-1.2,-15%,1%,-0.6%,0%,3%,i,i
